Screens from PubChem BioAssay.
rCAG RNA binder – binders of r(CAG) RNA repeats, primary screen, biochemical, fluorescence; r(CAG) RNA repeat, TO-PRO-1 dye displacement fluorescence; inhibition, % at 3 µM; 370,000 compounds, 1.3% hits;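 active means inhibition above the plate cutoff, the mean of all test compounds on that plate plus 3 SD, cut at about 35% in these data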;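 further: 0% = DMSO alone and 100% = 100 µM mitoxantrone as full dye displacement; higher means more dye released from RNA so lower well fluorescence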
GC-A act – GC-A stimulated cGMP production enhancers – HEK293 GC-A cells, cGMP TR-FRET, EC30 ANP, primary screen; 370,000 compounds, 0.14% hits; 0% at EC30 ANP, 100% saturating ANP; activation, % at 10 µM; AID 1671463, 2021; in the data active means activation above about 40%
proKLK7 act – proKLK7 zymogen activators, primary screen, biochemical, fluorescence intensity; purified proKLK7, EDANS-DABCYL substrate fluorescence; 100% is mature enzyme control, 0% vehicle; 370,000 compounds, 0.9% hits; activation, % at 7 µM; Kallikrein-7 (Homo sapiens), P49862;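 active means activation above the mean of all tested compounds plus 3 SD, computed per campaign excluding outliers beyond control limits, cut at about 13% in these data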
ASAP1 GAP inh – inhibitors of human ASAP1 ArfGAP activity, primary screen, biochemical, fluorescence polarization. ASAP1-stimulated ARF1 GTP hydrolysis, GDP FP detection. Arf-GAP with SH3 domain, ANK repeat and PH domain-containing protein 1 (Homo sapiens), …. 360,000 compounds, 0.19% hits. inhibition, % at 16.5 µM; in the data active means inhibition above about 25%;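 further: 0% = vehicle with enzyme and substrate and 100% = no enzyme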
Target sequence (Q9ULH1 325-724 limits assumed): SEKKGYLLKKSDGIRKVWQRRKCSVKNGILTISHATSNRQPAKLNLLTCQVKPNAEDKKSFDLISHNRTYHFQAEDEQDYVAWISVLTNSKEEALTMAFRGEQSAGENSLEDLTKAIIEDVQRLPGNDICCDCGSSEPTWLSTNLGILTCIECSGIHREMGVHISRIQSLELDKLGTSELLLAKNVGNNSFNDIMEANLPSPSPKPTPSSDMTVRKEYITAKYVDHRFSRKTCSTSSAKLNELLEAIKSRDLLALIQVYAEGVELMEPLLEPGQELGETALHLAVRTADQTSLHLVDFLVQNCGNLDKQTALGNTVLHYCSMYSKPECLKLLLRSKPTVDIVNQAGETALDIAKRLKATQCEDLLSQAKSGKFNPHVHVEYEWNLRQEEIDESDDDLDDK
ARFGAP1 inhibitor – inhibitors of rat ARFGAP1 GAP activity, primary screen, biochemical, fluorescence polarization, GDP tracer; ADP-ribosylation factor GTPase-activating protein 1 (Rattus norvegicus), Q62848; Arfgap1-stimulated ARF1 GTP hydrolysis, GDP FP detection; inhibition, % at 16.5 µM; 360,000 compounds, 0.26% hits; AID 651572, 2012;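 active means inhibition above a per-plate limit, mean inhibition of low control wells plus 3 SD, cut at about 25% in these data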;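 further: 0% = DMSO wells with enzyme and 100% = wells lacking Arfgap1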
Target sequence (Q62848 1-136 limits assumed): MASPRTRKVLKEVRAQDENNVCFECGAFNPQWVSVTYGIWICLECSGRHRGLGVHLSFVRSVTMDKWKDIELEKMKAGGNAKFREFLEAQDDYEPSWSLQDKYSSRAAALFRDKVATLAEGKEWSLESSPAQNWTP
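Replicates: Single well per compound | Assay system: Truncated rat Arfgap1 GAP domain | Control set: No-Arfgap1 wells (100%) versus DMSO full-reaction wells (0%) | Times: Enzyme reaction 120 min at 25 °C after 20 min preincubation | Reagent: Human ARF1(Δ1-17)-GTP substrate | Measured by: Tracer-displacement fluorescence polarization with EDTA stop, 620/688 nm | Measure: Percent inhibition of Arfgap1-stimulated GTP hydrolysis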
Tn6 DDE FP – inhibitors of Tn6 peptide binding to fibrin DD(E), primary screen, biochemical, fluorescence polarization, human fibrin, Tn6 probe; Fibrinogen beta chain (Homo sapiens), P02675; Fibrin DD(E) TRITC-Tn6 fluorescence polarization displacement; inhibition, % at 8.3 µM; 370,000 compounds, 0.21% hits; AID 720509, 2013;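 active means inhibition above a per-campaign cutoff: mean of compounds within control limits plus 3 SD, cut at about 15% in these data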;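 further: 0% = median of all compound wells on the plate and 100% = blocking peptide control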
FXN GAA850 act – FXN promoter activators, primary screen, cell-based, luciferase luminescence, HEK293 lucGAA850; activation, % at 6 µM; HEK293 lucGAA850 FXN promoter luciferase reporter, 24 h; percent of 10 µM SAHA response; 360,000 compounds, 0.56% hits;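 active means activation above the average of all compounds screened plus 3 SD, cutoff fixed separately per campaign, cut at about 7.5% in these data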;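 further: 0% = DMSO wells and 100% = 10 µM SAHA wells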
ADAM10 inh – human ADAM10 inhibitors, primary screen, biochemical, QFRET, HTS. Disintegrin and metalloproteinase domain-containing protein 10 (Homo sapiens), O14672. inhibition, % at 7 µM. recombinant ADAM10, EDANS/DABCYL FRET peptide cleavage, 3 h. 370,000 compounds, 0.62% hits;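 active means inhibition above a per-campaign cutoff equal to the mean of compounds falling between control-based bounds plus 3 SD, cut at about 20% in these data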;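 further: 0% = DMSO wells while the 100% control is not disclosed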
Target sequence (O14672 214-748 limits assumed): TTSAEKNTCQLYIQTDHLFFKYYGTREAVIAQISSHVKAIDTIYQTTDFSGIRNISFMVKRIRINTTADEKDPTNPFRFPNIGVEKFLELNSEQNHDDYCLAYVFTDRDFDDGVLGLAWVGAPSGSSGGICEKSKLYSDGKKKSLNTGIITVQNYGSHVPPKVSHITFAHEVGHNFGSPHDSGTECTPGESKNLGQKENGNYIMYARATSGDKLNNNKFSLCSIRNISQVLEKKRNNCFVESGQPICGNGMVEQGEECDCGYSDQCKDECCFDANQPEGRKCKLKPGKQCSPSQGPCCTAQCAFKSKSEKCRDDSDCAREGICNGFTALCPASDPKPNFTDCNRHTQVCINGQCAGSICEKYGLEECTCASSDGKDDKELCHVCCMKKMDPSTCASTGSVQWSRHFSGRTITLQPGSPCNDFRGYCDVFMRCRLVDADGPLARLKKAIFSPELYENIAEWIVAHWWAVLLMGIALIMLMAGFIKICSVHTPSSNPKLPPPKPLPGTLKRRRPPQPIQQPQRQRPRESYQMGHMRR
sPLA2-III inh – human group III sPLA2 inhibitors, primary screen, biochemical, QFRET, BODIPY PC-A2 liposome substrate; Group 3 secretory phospholipase A2 (Homo sapiens), Q9NZ20; QFRET BODIPY PC-A2 liposome hydrolysis, fluorescence; inhibition, % at 12.2 µM; 370,000 compounds, 0.56% hits; AID 743126, 2013;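 active means inhibition above mean plus 3 SD of compounds lying within the high and low control bounds, cut at about 19% in these data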;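 further: 0% = median of test compound wells and 100% = no enzyme DMSO wells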
NPR2 activator – human GC-B receptor activators, primary screen, HEK293 GC-B cells, cGMP TR-FRET, EC30 CNP. Atrial natriuretic peptide receptor 2 (Homo sapiens), P20594. 0% at EC30 CNP, 100% saturating CNP. AID 1920062, 2024. activation, % at 10 µM. 370,000 compounds, 0.11% hits;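 active means activation at 10 µM reaching about 35% in either raw or pattern-adjusted values, limit read from the data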
* marks the source's active call; other numbers are inactive results; / = not tested or not shown.

SMILES	rCAG RNA binder	GC-A act	proKLK7 act	ASAP1 GAP inh	ARFGAP1 inhibitor	Tn6 DDE FP	FXN GAA850 act	ADAM10 inh	sPLA2-III inh	NPR2 activator
COc1cccc(COC(=O)C2CCN(C(=O)c3ccc(F)cc3)CC2)c1OC	-7	3	0.2	-20	1	-3	1.5	6	-5	0
CN(Cc1ccc(Cl)cc1)C(=O)COC(=O)c1ccc(-c2ccc(O)cc2)cc1	5	-4	-0.1	0	5	0	-0.3	-15	-2	-3
CN(CC(=O)NCCc1ccccc1)S(=O)(=O)c1ccccc1	-4	/	-0.1	-9	-2	-1	2.0	-13	5	/
CCOC(=O)Cc1csc(NC(=O)CCN2C(=O)c3ccccc3C2=O)n1	0	3	0.0	8	-1	-7	-0.9	0	-8	1
COC(=O)c1ccccc1NC(=O)Cn1cnc2c1c(=O)n(C)c(=O)n2C	5	1	-6.2	19	7	-1	1.2	2	5	0
CCc1cccc(NC(=O)Cn2cc3c(n2)CCCC3)c1	3	-1	-0.2	1	-1	-4	1.9	4	0	0
CC1(C)C(c2ccccn2)=[N+]([O-])C(C)(C)N1O	0	2	-0.2	-4	-7	4	-0.6	-6	3	4
Cc1ccc2cccnc2c1NC(=S)NC(=O)c1ccccc1	3	3	2.9	1	1	-3	-2.1	-19	11	-5
Cc1cccnc1NC(=O)COc1ccc2c(c1)CCC2	-4	1	0.8	8	0	2	1.9	2	1	5
O=C(NC1CC1)C1=C[C@@H](c2ccc3c(c2)OCO3)C[C@@H](OCCCCO)O1	0	2	0.8	-4	4	3	0.4	-11	4	3
COc1ccccc1NC(=O)COC(=O)/C=C/c1cccs1	0	2	0.7	-6	7	0	2.0	0	-4	1
Cc1nc(-c2ccc(S(=O)(=O)N3CCN(Cc4ccccc4)CC3)s2)cs1	-2	2	-0.5	5	10	-5	0.3	3	-5	-5
CC(C)CNC(=O)OCc1cn(Cc2ccc(C(F)(F)F)cc2)nn1	1	1	-0.2	/	/	6	/	-8	2	-1
COc1ccc2[nH]c(=O)c(CN(C(=O)C(C)C)c3ccccc3OC)cc2c1	-5	-13	1.2	-1	0	8	-1.6	-123	-4	-10
CN1C(=O)/C(=C\c2ccncc2)SC1=Nc1ccccc1	-4	-1	0.3	-2	4	-2	8.4*	8	6	-4
NS(=O)(=O)c1ccc(CCNC(=O)C2CCC(CNS(=O)(=O)c3ccc(Br)s3)CC2)cc1 (configuration not stated)	10	-2	0.7	14	-13	6	2.9	-4	-9	3
CC1(C)NC(=O)N(CCCOc2ccccc2Br)C1=O	0	3	0.2	-7	6	6	3.0	3	4	3
CCCCc1ccc(NC(=S)N2CCN(C(=O)OCC)CC2)cc1	-7	4	0.3	2	0	1	1.6	-2	6	-3
Cc1cccc(N2CCN(S(=O)(=O)c3ccc4c(c3)CCN4C(=O)CCC(=O)O)CC2C)c1 (configuration not stated)	5	4	0.6	-3	-5	5	0.7	-6	1	0
Cc1ccc(N(CCC(=O)Nc2nnc(C3CC3)s2)S(=O)(=O)c2ccccc2)cc1	2	-3	-0.5	-11	-1	9	/	18	-8	-1
Cc1ccc(CNC(=O)C2CCN(S(=O)(=O)c3ccc4c(c3)OCCCO4)CC2)cc1	0	-5	0.5	1	14	2	-2.6	0	-21	-4
C=CCc1cc(CN2CC(C)OC(C)C2)c(O)c(OC)c1 (configuration not stated)	-2	3	0.3	9	4	-2	-1.8	4	-11	1
Cc1ccc(S(=O)(=O)Nc2cc3c(C(=O)Nc4ccccc4)c(C)oc3c3ccccc23)cc1	27	-1	-0.6	-10	6	13	-2.2	13	-48	4
Cc1ccnc(NC(=O)CNC(=O)c2ccccc2Br)c1	4	2	-0.1	-10	8	-2	3.8	4	11	2
COc1cc(OC)cc(C(=O)Nc2c(F)cccc2F)c1	-1	7	-0.3	-16	-5	3	0.2	2	1	2
Clc1ccc(Cn2ncc3c(NCCN4CCOCC4)ncnc32)cc1	-10	5	0.5	-11	9	5	0.3	8	-3	2
CCC(=O)N1CCc2cc(S(=O)(=O)CCC(=O)Nc3ccc(F)c(F)c3)ccc21	1	-5	-0.5	3	7	0	-1.1	12	0	-3
Cc1ccc2nc(C(=O)O)c(C(=O)O)nc2c1	1	2	0.3	-6	9	-1	2.3	-5	2	4
CSc1nnc(CNS(=O)(=O)c2ccc(F)cc2)n1C	-6	0	-0.2	5	-8	4	1.0	-4	6	4
CC(C)(C)c1ccc(C(=O)NCCC(=O)N2CCN(c3ncccn3)CC2)cc1	-9	2	0.7	-4	-6	1	-0.5	-4	1	-3
O=C(COC(=O)/C=C/c1cccc(Br)c1)NCc1ccco1	-1	-3	-0.5	8	2	2	3.2	-3	-9	-5
CC(C)(C)OC(=O)NCCCCCc1nnc(SCC(=O)Nc2cccc(Cl)c2)o1	1	-7	0.6	-11	2	0	-0.7	8	-27	-2
N#Cc1sc2nc(C3CC3)cc(-c3ccccc3)c2c1N	2	11	0.9	2	-2	6	4.5	-47	5	0
O=C1NCCN(Cc2cccc(Oc3ccccc3)c2)C1CC(=O)N1CCCO1 (configuration not stated)	-3	1	-0.1	-2	-9	4	1.8	-56	5	-1
CCCNC(=O)c1ccc(S(N)(=O)=O)cc1	0	1	0.1	16	11	-1	1.9	2	17	5
CN(C(=O)COC(=O)/C=C/c1cccc([N+](=O)[O-])c1)C1CCS(=O)(=O)C1 (configuration not stated)	-4	0	0.6	2	-10	5	-3.7	-2	0	-2
Cc1ccc(C(=O)Nc2ccncc2)o1	2	2	-0.7	2	7	0	-0.2	4	0	5
CCOC(=O)c1ccc(N2C(=O)C(CC(=O)NC)N(CCc3ccc(OC)c(OC)c3)C2=S)cc1 (configuration not stated)	-2	2	0.8	-7	-1	-3	1.9	4	-30	4
CC1(C(=O)Nc2ccc3ccccc3c2)CCC(=O)N1CCOc1ccccc1 (configuration not stated)	4	-6	0.6	-2	15	1	/	-14	1	-4
O=C(O)/C=C/c1cnc2ccccc2c1	4	-1	-0.1	7	6	4	0.1	1	5	1
CCOC(CC(=O)NNC(=O)c1c(-c2ccccc2Cl)noc1C)OCC	-4	6	0.4	-7	6	-1	0.7	-6	-3	-3
CCOC(=O)c1oc2ccccc2c1NC(=O)CN1CCOCC1	-2	3	-0.1	0	-8	-6	2.4	-11	5	-1
Cc1ccc(NS(=O)(=O)c2ccc3c(c2)NC(=O)CCS3)cc1F	5	2	1.1	9	2	3	-1.4	-3	-13	5
COc1ccc(C(=O)N/C(=C\c2cccc3ccccc23)C(=O)NCCc2c[nH]c3ccccc23)cc1OC	20	-2	-13	12	-12	-12	-2.1	13	-53	4
CCC(Sc1nc(=O)cc(N)n1-c1ccccc1)C(=O)Nc1cc(C)on1 (configuration not stated)	2	3	-0.6	-4	6	-5	2.4	10	0	0
COc1ccc(C)cc1N(CC(=O)N1CCc2ccccc2C1)S(C)(=O)=O	-6	-7	-0.4	0	2	6	0.3	7	-3	-10
Cc1ccnc(N=Cc2nc(-c3ccccc3Br)oc2O)c1	1	-5	0.1	7	4	6	4.7	-32	1	2
C[C@H](CO)N1C[C@H](C)[C@@H](CN(C)C(=O)c2ccccc2)OCc2cn(nn2)CCCC1=O	2	3	0.1	-1	8	-4	-0.7	11	6	3

FXN GAA850 act: entries above that show a hit.
mol,GC-A act,proKLK7 act,ASAP1 GAP inh,ARFGAP1 inhibitor,Tn6 DDE FP,FXN GAA850 act,ADAM10 inh,sPLA2-III inh,NPR2 activator
CN1C(=O)/C(=C\c2ccncc2)SC1=Nc1ccccc1,-1,0.3,-2,4,-2,8.4*,8,6,-4

Further compounds follow:
SMILES	rCAG RNA binder	GC-A act	proKLK7 act	ASAP1 GAP inh	ARFGAP1 inhibitor	Tn6 DDE FP	FXN GAA850 act	ADAM10 inh	sPLA2-III inh	NPR2 activator
COc1ccc(C(C(=O)NC2CCCC2)N(C(=O)CNC(=O)c2ccco2)c2cccnc2)cc1 (configuration not stated)	-3	2	0.8	4	3	-2	-0.9	-6	3	-1
Cc1ccc(NC(=O)CSCC(=O)Nc2ccc(S(=O)(=O)N3CCOCC3)cc2)cc1	1	1	0.5	-12	-4	8	0.9	6	-3	1
Fc1cccc(Nc2nc(-c3ccncc3)nc3ccccc23)c1	2	5	-0.2	7	10	6	2.3	-1	0	1
CC(=O)Nc1c2c3c(cccc3n(C)c1=O)C(=O)c1ccccc1-2	4	-2	23*	-3	2	3	-0.1	-63	9	-3
O=C(CN1C(=O)S/C(=C\C=C\c2ccccc2)C1=O)Nc1ccc(O)cc1	19	-5	-27	4	9	-4	5.6	5	-39	0
COc1ccccc1N1CCN(Cc2cc(=O)oc3ccccc23)CC1	2	-3	0.4	-6	-1	5	/	-1	2	-17
CCOc1ccc(NC(=O)CSc2nc(N3CCOCC3)nc(N3CCOCC3)n2)cc1	1	-7	0.0	5	4	-7	2.4	-7	7	8
CC(C)(C)NC(=O)Cn1c(SCC(=O)NC2CCCC2)nc2ccccc21	-5	1	-0.5	-18	6	0	-1.8	-1	5	0
CC(=O)Nc1cccc(NC(=O)CSc2ncc(-c3ccc(Cl)cc3)n2Cc2ccco2)c1	2	1	0.2	12	10	-1	-3.7	8	-21	-4
COc1ccccc1Cc1c(-c2ccc(OC)c(OC)c2)nc2c3ccccc3ccn12	5	-4	-5.1	-10	1	-5	/	-77	2	-5
CCC1CCCCN1S(=O)(=O)c1ccccc1[N+](=O)[O-] (configuration not stated)	3	3	0.5	7	0	0	0.5	1	-3	3
Cc1ccc(S(=O)(=O)NC(Cc2c[nH]c3ccccc23)C(=O)O)cc1 (configuration not stated)	5	0	0.0	13	3	-5	1.5	-2	-27	-1
O=S(=O)(Nc1ccccn1)c1ccc(Cl)cc1	1	2	0.8	-6	0	0	-1.0	-13	1	4
COc1cccc(NS(=O)(=O)NC(=O)c2c(C)[nH]c3ccccc23)c1	8	-3	-0.6	-16	9	6	-0.4	6	11	3
CC(=O)c1ccc(NC(=O)CSc2ccc(-c3ccco3)nn2)cc1	8	0	-2.3	0	-5	-3	0.7	-7	-4	3
O=C(CSc1nnc(-c2ccc(C(F)(F)F)cn2)s1)c1ccccc1	-3	2	-0.2	10	-2	2	2.1	-2	-6	-1
COC(=O)[C@]12C[C@H](CC(=O)NCCc3ccccc3OC)C(=O)N(Cc3ccc(Cl)cc3Cl)C1=C[C@H](C(C)C)O[C@@H]2C1CC1	9	-9	0.2	/	/	4	/	8	-14	-2
